EPAC2 agonist = qHTS for Agonist of cAMP-regulated guanine nucleotide exchange factor 4 (EPAC2): primary screen. Rap guanine nucleotide exchange factor 4 (Homo sapiens), Q8WZA2. EPAC2 activation, biochemical qHTS; response scale: 100% = 6.5 mM cAMP response. Potency, µM (highest dose often 154 µM), inactives show at the highest dose activation, hits mostly activators. 360,000 compounds, 0.079% hits; note: potency is the fitted concentration of half-maximal effect; nearly all actives have a fitted effect of over 50% in size
Target sequence (Q8WZA2 whole entry, looked up): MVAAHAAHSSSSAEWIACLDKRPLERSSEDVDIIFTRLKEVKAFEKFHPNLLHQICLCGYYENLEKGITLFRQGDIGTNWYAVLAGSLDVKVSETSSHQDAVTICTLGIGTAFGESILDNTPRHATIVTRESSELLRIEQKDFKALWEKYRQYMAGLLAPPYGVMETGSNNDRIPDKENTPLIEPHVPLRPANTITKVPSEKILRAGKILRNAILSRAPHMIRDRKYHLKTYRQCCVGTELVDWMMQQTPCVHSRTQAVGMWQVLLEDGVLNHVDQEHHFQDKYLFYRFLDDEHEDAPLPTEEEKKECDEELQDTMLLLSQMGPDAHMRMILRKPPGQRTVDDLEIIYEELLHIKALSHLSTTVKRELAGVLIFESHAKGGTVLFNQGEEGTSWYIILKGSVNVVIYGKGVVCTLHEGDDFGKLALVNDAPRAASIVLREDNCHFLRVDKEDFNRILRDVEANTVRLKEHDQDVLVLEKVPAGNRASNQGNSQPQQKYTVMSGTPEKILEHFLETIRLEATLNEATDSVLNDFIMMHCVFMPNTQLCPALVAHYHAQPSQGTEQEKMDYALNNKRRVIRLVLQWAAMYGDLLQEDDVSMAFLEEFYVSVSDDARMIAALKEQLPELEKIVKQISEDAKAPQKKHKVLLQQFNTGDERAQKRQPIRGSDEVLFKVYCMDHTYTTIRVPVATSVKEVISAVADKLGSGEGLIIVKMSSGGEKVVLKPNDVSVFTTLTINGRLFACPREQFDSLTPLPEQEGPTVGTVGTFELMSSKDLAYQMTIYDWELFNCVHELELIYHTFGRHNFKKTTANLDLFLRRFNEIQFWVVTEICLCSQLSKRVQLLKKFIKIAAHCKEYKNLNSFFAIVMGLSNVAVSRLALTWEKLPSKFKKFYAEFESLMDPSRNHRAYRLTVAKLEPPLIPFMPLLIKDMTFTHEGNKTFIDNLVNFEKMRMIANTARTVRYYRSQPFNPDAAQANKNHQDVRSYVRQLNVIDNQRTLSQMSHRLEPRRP
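Exchange assay: 100 nM EPAC2 with 250 nM Rap1B-BODIPY-GDP and 50 uM GDP. Fluorescence (ex 480/em 540 nm) read every 5 min for 30 min at room temperature. Data normalized to 6.5 mM cAMP as agonist control.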
EPAC2 antagonist = qHTS for Antagonist of cAMP-regulated guanine nucleotide exchange factor 2 (EPAC2): primary screen | Rap guanine nucleotide exchange factor 4 (Homo sapiens), Q8WZA2 | EPAC2 GEF exchange of Rap1B-BODIPY-GDP, fluorescence | Potency, µM (doses to about 114 µM), without a hit: top-dose activity, negative = inhibition, usual class: inhibitors | 360,000 compounds, 0.18% hits | AID 720708, 2013; note: potency is the fitted concentration of half-maximal effect; % is set by controls: 0 for no effect and ±100 for the full control effect; nearly all actives have a fitted effect of over 45% in size; many of its hits are not listed in these tables
A549 viability = Nrf2 qHTS screen for inhibitors: counterscreen for cytotoxicity; AID 504648, 2011; A549 ARE-Fluc cells, CellTiter-Fluor viability, 18-24 h; Potency, µM (top dose mostly 46 µM), inactives show at the top dose activity change, negative = cytotoxicity, most hits filed as inhibitors; 390,000 compounds, 0.16% hits; note: potency is the fitted concentration of half-maximal effect; % is set by controls: 0 for no effect and ±100 for the full control effect
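A549 ARE-Fluc cells in 5% FBS OPTI-MEM, 5000 cells/well, rested 2 h then exposed to compounds in concentration-response for 18-24 h at 37 °C. Viability by CellTiter-Fluor fluorescence (Ex 405/Em 525) after 30 min; luciferase luminescence (BugLite, 15 min, RT) read afterwards.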
Akt phos inh = HTS Assay for Inhibitors of Akt Phophorylation: Primary Screen. Neuro2A IGF-stimulated pAkt S473 HTRF, 20 min; stronger effect = lower value. activity change, % for hits at 50 µM. 360,000 compounds, 0.32% hits. AID 651550, 2012; in the data active = activity change below about -80%; inconclusive = mostly about -51% to -80%; note: % is set by controls: 0 for no effect and ±100 for the full control effect
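Single-point screen (50 µM final compound) in Neuro2A cells stimulated 20 min with 6 nM IGF at 37 deg C. After lysis, Ser473-phosphorylated Akt read by HTRF (ex 330 nm, em 615/665 nm) as the 665/615 ratio.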
TGFb inhibitor = qHTS for Inhibitors of TGF-b | HepG2 CAGA-GFP TGF-b/SMAD3 reporter, GFP fluorescence, 18 h; TGF-beta stimulated, 500 pg/mL final | Potency, µM (highest dose often 46.1 µM), for inactives: top-dose activity, negative = inhibition, most hits filed as inhibitors | 410,000 compounds, 1.2% hits | AID 588855, 2011; note: potency is the fitted concentration of half-maximal effect; % is set by controls: 0 for no effect and ±100 for the full control effect; nearly all actives have a fitted effect of over 65% in size
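Inhibition of TGF-beta-driven CAGA-GFP reporter expression in HEPG2 cells is measured by cellular GFP fluorescence after 18 h stimulation with 500 pg/mL recombinant TGF-beta in 1% FBS medium at 37 degrees C.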
Nrf2 ARE act = qHTS of Nrf2 Activators | 410,000 compounds, 0.31% hits | Potency, µM (titrated, usually from 46.1 µM), without a hit: at the highest dose activation, usual class: activators | AID 624171, 2012 | AREc32 ARE-luciferase reporter (MCF7-derived line), luminescence, 24 h; note: potency is the fitted concentration of half-maximal effect; % of control where 0% means no effect; nearly all actives have a fitted effect of over 65% in size
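For detection, Steady-Glo was added and plates sat 30 min at RT; before that, AREc32_Fluc cells grown overnight in OPTI-MEM/5% FBS had been treated with 23 nL compound for 24 hr at 37 deg C.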
MmCpn inh = Inhibitors of TCP-1 ring complex (TRiC) of Methanococcus maripaludis (MmCpn): qHTS | purified Mm-Cpn ATPase, ADP Transcreener TR-FRET | Chaperonin Mm-Cpn (Methanococcus maripaludis) | 330,000 compounds, 0.031% hits | Potency, µM (doses to about 76.9 µM), for the others: top-dose activity, negative = inhibition, most hits filed as inhibitors; note: potency is the fitted concentration of half-maximal effect; % is set by controls: 0 for no effect and ±100 for the full control effect; nearly all actives have a fitted effect of over 80% in size
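Inhibition of chaperonin ATP hydrolysis is measured as reduced ADP production, detected by competitive TR-FRET in which signal falls with ADP. Final enzyme 25 nM and ATP 10 uM, reacted 30 min at 37°C.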
CCT modulator = High-Throughput Screening for Modulators of Cytosolic Chaperonin Activity. purified chaperonin ATPase assay, HTRF ADP detection, 30 min. activity change, % (test concentration not listed), hits read low. 360,000 compounds, 0.3% hits; in the data active = activity change below about -30%; note: % is set by controls: 0 for no effect and ±100 for the full control effect
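Nucleotide hydrolysis assay: TRiC at 20–40 nM final (set by batch activity) with 10 uM ATP, 30 min at 37 °C, in presence of 76 uM compound. Detection by competitive ADP HTRF, 30 min ambient.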
Nrf2 block = Nrf2 qHTS screen for inhibitors; A549 ARE-Fluc reporter, luciferase luminescence, 18-24 h; Potency, µM (highest dose often 46 µM), for inactives: top-dose activity change, negative = inhibition, actives largely listed as inhibitors; 360,000 compounds, 2.1% hits; AID 504444, 2011; note: potency is the fitted concentration of half-maximal effect; % is set by controls: 0 for no effect and ±100 for the full control effect; nearly all actives have a fitted effect of over 60% in size
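Reporter: ARE-Fluc in A549. Exposure: 18-24 h, 37 °C, 5% CO2, 5% FBS OPTI-MEM. Readouts: fluorescent cytotoxicity (CellTiter-Fluor), then luminescent Nrf2 signal after BugLite.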
* hit, by the source's call; i = inactive; ? = inconclusive; nt = not tested or not shown; [ ] = dose if it differs, or a comment. Unless noted, calls come from the whole dose curve; as a rule, active = well fitted curve in the direction sought with a large enough effect; inconclusive = small, poorly fitted or top-dose-only effect, or another doubt; inactive = no such curve, though single readings can be large; an effect the other way counts as inactive or inconclusive.

Sequence of screens: EPAC2 agonist	EPAC2 antagonist	A549 viability	Akt phos inh	TGFb inhibitor	Nrf2 ARE act	MmCpn inh	CCT modulator	Nrf2 block
- O=C(/C=C/c1ccccc1)NC(NC(=S)Nc1cc(Cl)ccc1Cl)C(Cl)(Cl)Cl (configuration not stated)
  11%	4%	?	i	2.2µM*	8.8%	0%	4.1	4.1µM*
- CC(C)(C)N(Cc1ccccc1)C(=O)COC(=O)c1cccc([N+](=O)[O-])c1
  3%	1%	-1%	i	-1%	-1.2%	1%	-2.9	2%
- COc1cc(C2C=C(Nc3ccccc3)C(=O)N2c2ccccc2)ccc1O (configuration not stated)
  20%	-5%	?	i	12%	3.1%	-1%	-2.4	18µM*
- COc1ccccc1NC(=O)CSc1nc2nc(C)cc(C)c2c(=O)[nH]1
  19%	14%[57.1 µM]	1%	i	6%	11%	1%	0.0	-13%
- CCc1ccc(NC(=O)C2CCCN2S(=O)(=O)c2ccc3c(c2)CCCC(=O)N3)cc1 (configuration not stated)
  nt	nt	-5%	nt	?	5.5%	nt	nt	?
- COC(=O)c1cc(OC)c(OC)cc1NC(=O)c1cccc(C)c1
  0%	0%	-1%	i	2%	-0.6%	-7%	-2.0	-23%
- Cc1cc(NS(=O)(=O)c2ccc(NC(=O)c3cc4cc(Br)ccc4oc3=O)cc2)no1
  -8%	-16%	-5%	i	10%	1.9%	-5%	0.7	-15%
- CCCCN(C)CCCNC(=O)c1ccc(N2CCCC2=O)cc1
  6%	21%	2%	i	3%	0.3%	-1%	1.2	13%
- CC(C)c1ccc(OCc2cc(=O)n3c(-c4ccccc4)csc3n2)cc1
  nt	nt	0%	nt	-6%	0.0%	nt	nt	1%
- Cc1cccnc1NC1(C(F)(F)F)N=C2SCCN2C1=O (configuration not stated)
  3%	1%	-2%	i	0%	-0.6%	-9%	1.6	?
- Cc1ccc(-n2c(=S)[nH]c3c(oc4ccccc43)c2=O)cc1C
  -3%	6%	0%	i	-1%	0.6%	-8%	-26	-3%
- COc1ccccc1C(=O)NC(=O)CSc1nnc(C)s1
  -1%	1%	0%	i	-6%	-1.2%	2%	0.4	2%
- COc1ccc(S(=O)(=O)N(CC(=O)NCCc2ccccc2)c2ccc(Cl)cc2)cc1
  nt	nt	1%	nt	-31%	-0.8%	nt	nt	14%
- O=C1C=C(N2CCOCC2)c2cccc3cccc1c23
  1%	3%	nt	i	6%	?	nt	0.9	nt
- CSc1ccccc1-c1cnc(NC(C)=O)cn1
  9%	10%	nt	i	1%	0.4%	nt	0.4	nt
- CN(Cc1ccccc1)C(=O)Cn1cccc1C(=O)c1ccccc1
  -4%	10%	-9%	i	-9%	0.1%	-2%	1.5	-4%
- COc1ccc(-c2nnc(SCCOc3cccc(C)c3)n2N)cc1
  8%	1%	-1%	i	4%	0.0%	-18%	2.0	?
- CC1CC(C)CN(C(=O)COc2cccnc2[N+](=O)[O-])C1 (configuration not stated)
  10%	1%	-4%	i	29%	-0.7%	4%	-1.1	-4%
- COc1cccc(C(=O)NCCNC(=O)c2ccccn2)c1
  3%	6%	1%	i	8%	-0.4%	-1%	1.3	0%
- CCOC(=O)c1c(-c2ccccc2)csc1NC(=S)NC(=O)c1ccccc1
  10%	-1%	-1%	i	4%	-0.6%	0%	-1.4	?
- C/C(=N\NC(=O)c1cccc([N+](=O)[O-])c1)c1cccs1
  1%	1%	6%	i	5%	11%	-26%	-3.5	?
- Cc1c(Br)c([N+](=O)[O-])nn1CC(=O)Nc1ccc(C(C)C)cc1
  -2%	-18%	-10%	i	?	2.7%	-1%	3.6	?
- COc1ccc(C(C#N)c2ccc(Cl)nn2)cc1 (configuration not stated)
  5%	2%	2%	i	-5%	0.2%	-1%	-2.3	?
- CCCCNC(=O)Nc1cc(C)on1
  1%	2%	-2%	i	24%	-0.3%	-3%	-1.1	4%
- COc1ccc(CCNC(=O)c2ccc3c(c2)N=C(C)c2ccccc2S3)cc1OC
  nt	nt	2%	nt	?	0.4%	nt	nt	?
- CC1Sc2ccc(S(=O)(=O)CCC(=O)N3CCN(c4cccc(Cl)c4)CC3)cc2NC1=O (configuration not stated)
  5%	-1%	?	i	16µM*	-0.5%	2%	-0.6	16µM*
- Cc1noc(C)c1COC(=O)c1ccc(-c2nc3ccccc3s2)s1
  13%	-7%	-11%	i	-8%	0.4%	-4%	0.0	-21%
- CC1CCCC(C)N1C(=O)COC(=O)/C=C/c1ccc(Br)o1 (configuration not stated)
  -4%	10%	11%	i	-20%	2.0%	-3%	0.3	21%
- COc1ccc(Cl)cc1NC(=O)CN(C)C(=O)Cc1ccc2c(c1)CCC2
  22%	-11%	2%	i	-1%	-0.1%	2%	0.1	-3%
- CCS(=O)(=O)N1CCN(S(=O)(=O)c2ccc(S(=O)(=O)NC3CC3)cc2)CC1
  -4%	6%	-13%	i	-26%	-1.6%	0%	1.9	5%
- COCCNC(=O)C1CC(=O)N(C2CCCC2)C1 (configuration not stated)
  1%	-3%	1%	i	1%	-0.8%	1%	-1.2	13%
- Cc1cc(C)cc(CSc2nnc(C)c(=O)[nH]2)c1
  9%	3%	1%	i	24%	-0.9%	0%	-2.9	-20%
- O=C(/C=C/Nc1ccccc1C(=O)O)c1cccs1
  -5%	2%	-2%	i	0%	3.6%	-10%	-3.5	2%
- COc1ccc(N/C(C)=C2/C(=O)C(=O)N(CCO)C2c2ccc(Br)cc2)cc1 (configuration not stated)
  -3%	7%	-20%	i	0%	0.2%	-3%	0.0	?
- N/C(=N\OC(=O)c1ccc(Br)cc1)c1cccc([N+](=O)[O-])c1
  -9%	-9%	1%	i	1%	14%	2%	0.3	?
- Cc1ccccc1-c1nc(S(=O)(=O)c2ccc(Br)cc2)c(NCc2cccnc2)o1
  7%	0%	-15%	i	?	-1.2%	-4%	-0.3	?
- COC(=O)CSc1nnc([C@H](CC(C)C)NC(=O)OC(C)(C)C)o1
  4%	1%	-5%	i	-4%	0.4%	1%	-0.9	12%
- COc1ccc(CCn2c(C)cc(C(=O)CSc3nnnn3-c3ccccc3)c2C)cc1OC
  7%	1%	-15%	i	-1%	-0.7%	1%	-1.8	?
- O=C(COc1ccccc1[N+](=O)[O-])Nc1ccc2oc(=O)ccc2c1
  7%	1%	5%	i	2%	1.8%	0%	-1.0	-12%
- CCOC(=O)c1c(CN2CCOCC2)n(-c2ccccc2)c2cc(Br)c(O)cc12
  4%	-6%	-18%	nt	-6%	-0.2%	-2%	-1.3	-12%
- CCN(CC)C(=O)Cn1cc(C(=O)C(=O)NCCc2c[nH]c3ccccc23)c2ccccc21
  1%	-12%	-22%	i	13%	-0.5%	-2%	-0.2	?
- COC(=O)CN1C(=S)N(c2ccc(F)cc2)C(=O)C1CC(=O)Nc1ccc(OC)cc1 (configuration not stated)
  13%	-1%	-1%	i	0%	0.5%	-2%	-2.0	?
- CCN1C(=O)C(CC(=O)Nc2ccc(OC)cc2)N(CCCN2CCN(c3ccc(F)cc3)CC2)C1=S (configuration not stated)
  -2%	-1%	-9%	i	5%	7.9%	1%	1.7	?
- CC1=C(C(=O)Nc2ccc(C(=O)NCCC(C)C)cc2)SCCO1
  3%	3%	-12%	i	-1%	-0.3%	1%	-4.2	-20%
- Cc1nc(N2CCN(C)CC2)c2c3c(sc2n1)CCCC3
  16%	-2%	-26%	i	7%	-0.1%	-4%	-0.2	?
- COc1ccccc1N1CCN(C(=O)CNC(=O)c2cn(-c3ccccc3OC)c(=O)c3ccccc23)CC1
  -7%	15%	1%	i	3%	-0.6%	-1%	1.7	8%
- CC(C)=CCCC(C)CN1CCC(n2nccc2NC(=O)c2ccc3c(c2)OCO3)CC1 (configuration not stated)
  -7%	-5%	-9%	i	?	2.9%	0%	-0.4	?
- Cc1ccc2c(c1)C(Cc1ccccc1F)C(=O)N2 (configuration not stated)
  nt	nt	3%	nt	-10%	27%	nt	nt	?

Record cards, from the list above:
Profile of COc1ccc(S(=O)(=O)N(CC(=O)NCCc2ccccc2)c2ccc(Cl)cc2)cc1 → EPAC2 agonist = nt; EPAC2 antagonist = nt; A549 viability = 1%; Akt phos inh = nt; TGFb inhibitor = -31%; Nrf2 ARE act = -0.8%; MmCpn inh = nt; CCT modulator = nt; Nrf2 block = 14%
Profile of COc1cc(C2C=C(Nc3ccccc3)C(=O)N2c2ccccc2)ccc1O (configuration not stated) → EPAC2 agonist = 20%; EPAC2 antagonist = -5%; A549 viability = ?; Akt phos inh = i; TGFb inhibitor = 12%; Nrf2 ARE act = 3.1%; MmCpn inh = -1%; CCT modulator = -2.4; Nrf2 block = 18µM*

Screens (PubChem)

An excerpt. The share of hits here may be higher or lower than overall.
